USP1 inh: inhibitors of human USP1/UAF1 deubiquitinase; AID 743255; Potency, µM (titrated, usually from 57.1 µM), without a hit: at the top dose activity change, negative = inhibition, actives largely listed as inhibitors; O94782; recombinant USP1/UAF1, Ub-Rhodamine cleavage fluorescence; hit rate 0.23% among 390,000; further: potency means the concentration at half of the fitted maximal effect; on the % scale 0 is the no-effect control and ±100 the full control effect; nearly all actives have a fitted effect of over 60% in size; inactives centre near -12
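USP1/UAF1 complex at 1 nM was preincubated with compound for 15 min at room temperature, then Ub-Rho substrate (150nM final) was added. Fluorescence (480/540 nm) was read kinetically, 6 reads every 60 seconds.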
TRHR PAM: TRH receptor (human) allosteric enhancement. enhancement, % at 2 µM. P34981. hit rate 0.66% among 360,000. TRHR cells, fluo-8 calcium fluorescence, EC20 TRH enhancement; in the data active means enhancement above about 30%; further: 0% is about no effect
Target sequence (P34981 whole entry, looked up): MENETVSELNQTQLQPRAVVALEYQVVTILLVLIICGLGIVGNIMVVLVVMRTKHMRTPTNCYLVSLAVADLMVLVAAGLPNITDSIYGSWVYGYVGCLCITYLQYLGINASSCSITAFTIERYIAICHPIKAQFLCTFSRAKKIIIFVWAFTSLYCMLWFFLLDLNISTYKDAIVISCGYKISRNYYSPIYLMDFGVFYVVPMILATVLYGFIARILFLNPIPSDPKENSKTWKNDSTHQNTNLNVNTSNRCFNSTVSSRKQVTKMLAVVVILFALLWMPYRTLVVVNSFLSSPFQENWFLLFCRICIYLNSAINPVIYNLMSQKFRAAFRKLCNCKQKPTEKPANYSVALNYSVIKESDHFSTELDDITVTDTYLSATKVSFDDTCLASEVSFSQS
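Enhancer read-out: after compound pinning and an initial kinetic agonist-mode read, an EC20 of TRH (10 nM final) was injected and fluo-8 calcium signal (Ex 480/Em 530) followed at 1 s/cycle for 100 cycles in TRHR-expressing cells.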
TRHR agonist: agonists of human TRH receptor. hit rate 0.18% among 360,000. TRHR cells, calcium flux fluo-8, FDSS agonist mode. P34981. activation, % at 2 µM; in the data active means activation above about 30%; further: 0% is about no effect
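Fluo-8-loaded TRHR cells; 10 s baseline, compound added, kinetic Ca2+ fluorescence read 1/s, agonist mode.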
rTrxR1 inhibitor: blocks rat thioredoxin reductase 1. O89049. recombinant rTrxR1, NADPH fluorescence consumption, selenite substrate. Potency, µM (series often up to 114 µM), without a hit: at the top dose activity change, negative = inhibition, hits mostly inhibitors. hit rate 1% among 390,000; further: potency means the concentration at half of the fitted maximal effect; on the % scale 0 is the no-effect control and ±100 the full control effect; nearly all actives have a fitted effect of over 65% in size
Target sequence (O89049 whole entry, looked up): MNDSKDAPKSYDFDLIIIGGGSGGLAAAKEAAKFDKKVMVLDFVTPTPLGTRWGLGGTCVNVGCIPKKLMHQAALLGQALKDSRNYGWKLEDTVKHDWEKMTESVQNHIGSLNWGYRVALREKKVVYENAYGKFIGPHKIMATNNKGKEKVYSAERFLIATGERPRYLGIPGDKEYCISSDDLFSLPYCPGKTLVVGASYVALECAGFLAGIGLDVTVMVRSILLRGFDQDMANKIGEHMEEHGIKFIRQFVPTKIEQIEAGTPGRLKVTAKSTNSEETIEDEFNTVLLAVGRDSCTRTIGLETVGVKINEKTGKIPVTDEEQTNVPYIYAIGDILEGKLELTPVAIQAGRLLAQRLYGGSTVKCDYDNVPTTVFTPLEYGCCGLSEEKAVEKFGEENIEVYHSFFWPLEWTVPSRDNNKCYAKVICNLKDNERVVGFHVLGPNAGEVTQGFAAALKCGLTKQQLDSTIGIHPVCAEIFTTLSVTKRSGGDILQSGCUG
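Rat TrxR1 (90 nM in the dispensed reagent) was pre-reduced with 400 uM NADPH for 5 min at room temperature, then incubated with compound for 15 min. After 400 uM selenite was added, NADPH fluorescence (Ex 340/Em 450 nm) was followed for 8 min.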
mIDH1 inhibitor: human IDH1 R132H inhibition; AID 602179; hit rate 0.093% among 390,000; IDH1-R132H enzyme, NADPH consumption, diaphorase/resazurin fluorescence; Potency, µM (doses to about 76.6 µM), for inactives: at the highest dose activity change, negative = inhibition, hits mostly inhibitors; O75874; further: potency means the concentration at half of the fitted maximal effect; on the % scale 0 is the no-effect control and ±100 the full control effect; nearly all actives have a fitted effect of over 65% in size
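IDH1-R132H (0.5 ug/mL) preincubated 30 min with compound, then NADPH (0.016 mM) and alpha-KG (2 mM) added; 80 min at RT, pH 7.5. Remaining NADPH coupled via diaphorase/resazurin to fluorescence (540/590 nm); concentration-response curves normalized to no-enzyme control.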
D2 ag: agonists of human D2 dopamine receptor; AID 485358; activation, % at 2 µM; P14416; hit rate 0.53% among 340,000; HEK293 T-REx D2 cells, calcium flux agonist mode;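 active means activation over 3 SD above normal in the single-dose calcium agonist read, cut at about 30% in these data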; further: 0% is about no effect
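Agonism is scored from calcium flux in a force-coupled, inducible HEK293 cell line expressing D2, read kinetically for 180 s after compound addition against dopamine controls.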
Pin1 inh: blocks the human prolyl isomerase Pin1 | Q13526 | Pin1 FP peptide displacement, HiFluor488, 10 min | Potency, µM (highest dose often 115 µM), without a hit: at the top dose activity, negative = inhibition, hits mostly inhibitors | hit rate 0.009% among 390,000; active means well fitted inhibition curve with a large enough effect in the polarisation, with a control signal flat, not every such curve was filed as active; inconclusive means small, poorly fitted or top-dose-only effect, or effect the other way, or a change in a side signal; inactive means no such curve, though single readings can be large or run the other way; the % refers to the polarisation; further: potency means the concentration at half of the fitted maximal effect; on the % scale 0 is the no-effect control and ±100 the full control effect
D2 antag: D2 dopamine receptor (human) antagonism. P14416. HEK293 TREx D2 cells, calcium flux, dopamine EC80. inhibition, % at 10 µM. hit rate 2% among 340,000. AID 485344; in the data active means inhibition above about 30%; further: 0% is about no effect
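Compounds are added to dye-loaded, induced HEK293 T-REx cells coupled to calcium release via D2; after a 3 min kinetic read an EC80 dopamine stimulus is given and fluorescence is recorded for 3 more min.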
TrxR1 substrate: is turned over as a substrate by rat TrxR1; purified TrxR1 substrate turnover, NADPH consumption readout; Potency, µM (top dose mostly 114 µM), without a hit: top-dose activity change, negative = substrate turnover; hit rate 0.01% among 390,000; AID 588456; further: potency means the concentration at half of the fitted maximal effect; on the % scale 0 is the no-effect control and ±100 the full control effect; nearly all actives have a fitted effect of over 50% in size
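Rat TrxR1, dispensed at 90 nM, was prereduced with 400 uM NADPH (final) for 5 min at ~22 deg C, then incubated with compound 15 min before 400 uM selenite. A first-read NADPH fluorescence drop versus no-compound background flagged substrates.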
* hit, by the source's call; ? = inconclusive; . = no result given; & = joins results of further samples; [ ] = remark or other dose. Unless noted, the call rests on the fitted dose curve; in most records, active means well fitted inhibition curve with a large enough effect; inconclusive means small, poorly fitted or top-dose-only effect; inactive means no such curve, though single readings can be large or run the other way. Not all compounds are listed. The share of hits here may be higher or lower than overall.

cpd | Compound | USP1 inh | TRHR PAM | TRHR agonist | rTrxR1 inhibitor | mIDH1 inhibitor | D2 ag | Pin1 inh | D2 antag | TrxR1 substrate
1 | Cc1ccc(CNC(=O)CCCn2nc(C)n3c(cc4sccc43)c2=O)cc1 | 15% | -1 | -0.1 | 6% | 7% | -0.5 | -1% | . | 6%
2 | CC(C)(C)OC(=O)N1CCCN(C(=O)c2ccc(Cl)cc2)CC1 | -7% | 11 | -0.2 | 10% | -8% | 0.4 | -2% | -15 | -5%[57.1 µM]
3 | COc1cc(C(=O)Oc2cc(C)cc(C)c2)cc(OC)c1OC | -25% | 2 | -0.3 | 23% | -5% | -0.5 | -1% | 11 | 6%
4 | COC(=O)C1=C(C)OC(N)=C(C#N)C1c1cc(OC)ccc1OC (stereo not drawn) | -6% | . | . | -10% | 9% | . | 7% | . | 13%[57.1 µM]
5 | CC(=O)Nc1ccc(C(=O)OCC(=O)N(Cc2ccccc2)C(C)(C)C)cc1 | -14% | 4 | -0.1 | 12% | 3% | -0.1 | -2% | -4 | 3%
6 | COCCn1c(SCC(=O)Nc2cccnc2Cl)nc2cc(Cl)ccc2c1=O | -7% | -13 | -0.2 | 2% | -11% | . | -1% | . | -4%
7 | Cc1ccc(CNC(=O)C(NS(=O)(=O)c2cccc3nsnc23)c2ccccc2)cc1 (stereo not drawn) | -16% | 0 | -2.3 | -11% | 2% | 1.2 | 2% | -1 | -11%
8 | Cc1nnc(SCc2nnc(-c3ccc(Cl)cc3)o2)n1-c1ccccc1 | -1% | 6 | -2.1 | -2% | 7% | -0.1 | 11% | -16 | -6%

Additional records
cpd | Compound | USP1 inh | TRHR PAM | TRHR agonist | rTrxR1 inhibitor | mIDH1 inhibitor | D2 ag | Pin1 inh | D2 antag | TrxR1 substrate
9 | Cc1cc(NC(=O)Nc2nnc(N3CCCCCC3)s2)ccc1Br | -7% | -1 | 0.3 | -1% | -10% | 0.4 | -6% | . | -1%
10 | Cc1cccc(C)c1NC(=O)CCCSc1nnc(-c2ccc(Cl)cc2)n1-c1ccccc1 | -16% | -11 | -0.4 | -12% | 0% | 0.4 | 30% | -2 | -12%
11 | COc1cccc(-c2noc(-c3cc(C(C)C)[nH]n3)n2)c1OC | -19% | 1 | 0.1 | 13%[57.1 µM] | -3% | 0.2 | ? | . | 0%[57.1 µM]
12 | CCOC(=O)N1CCN(C(=O)CN(C2CCCCC2)S(=O)(=O)c2c(C)cc(C)cc2C)CC1 | -15% | -10 | 1.6 | -17% | 5% | -0.4 | -3% | -2 | -9%
13 | CCN(CC)C(=O)c1sc(NC(=O)c2cc(-c3ccc(C)s3)nc3ccccc23)c(C(=O)OC)c1C | -26% | 5 | 0.6 | -5% | 9% | 1.6 | ? | 12 | 9%
14 | O=C(O)c1cc(-c2ccco2)nc2cc3ccccc3cc12 | -18% | -5 | 1.3 | 6%[57.1 µM] | 22% | 0.7 | -9% | 10 | 167%[activator][57.1 µM]
15 | O=C(CN1C(=O)S/C(=C\c2ccccn2)C1=O)Nc1ccc(F)cc1 | -18% | -1 | 0.6 | 22% | -8% | 0.5 | -2% | -6 | 4%
16 | Cn1c(=O)c2c(nc(SCC(=O)Nc3ccc(F)cc3)n2Cc2ccc(Cl)cc2)n(C)c1=O | -17% | 3 | 0.2 | 4% | -22% | 0.0 | -8% | . | 2%

The results go on.
cpd | Compound | USP1 inh | TRHR PAM | TRHR agonist | rTrxR1 inhibitor | mIDH1 inhibitor | D2 ag | Pin1 inh | D2 antag | TrxR1 substrate
17 | O=C(Nc1cccc2ccccc12)C1CCCC1 | -21% | 1 | -0.6 | 10% | 1% | -0.1 | -2% | -20 | -3%
18 | COc1cc(C(=O)Nc2ccc3c(c2)OCO3)c([N+](=O)[O-])cc1OC | 0% | -1 | 0.1 | 17% | -1% | 0.4 | 0% | -11 | -2%
19 | CC(=O)Nc1ccc(S(=O)(=O)NC(CC(=O)NC2CCCCC2C)C(C)C)cc1 (stereo not drawn) | -7% | -5 | 0.5 | -32% | 2% | 0.0 | 8% | -17 | 7%[57.1 µM]
20 | COc1ccc(/C=N/NC(=O)c2ccc(Cl)c(S(N)(=O)=O)c2)cc1OCC(N)=O | -5% | 3 | -0.4 | -8% | 8% | . | -6% | . | -7%
21 | COc1cc(NC(=O)c2ccco2)ccc1NC(=O)C(C)C | -10% | -7 | -0.9 | -5% | 1% | 0.3 | 1% | 8 | 23%
22 | CS(=O)(=O)c1ccc(Cl)c(NC(=O)Nc2ccccc2)c1 | -24% | 1 | -0.8 | 20% | 11% | . | -1% | . | 7%
23 | CCc1nc2ccc(C(=O)Nc3nnc(C)s3)cc2nc1CC | -9% | 1 | -0.2 | 19%[57.1 µM] | 5% | -0.9 | 1% | -8 | 8%[57.1 µM]
24 | Cc1ccc(N(CC(=O)N2CCN(c3ccccc3F)CC2)S(=O)(=O)c2c(C)noc2C)cc1 | -23%&-7% | 10&3 | -1.1&-0.6 | 23%&9% | 8%&13% | 0.2&0.4 | ? | -22 | -3%&-1%

(cont.)
cpd | Compound | USP1 inh | TRHR PAM | TRHR agonist | rTrxR1 inhibitor | mIDH1 inhibitor | D2 ag | Pin1 inh | D2 antag | TrxR1 substrate
25 | COCCCNC(=O)CN1C(=O)COc2ccc(S(=O)(=O)N3CC(C)CC(C)C3)cc21 (stereo not drawn) | -12% | -6 | 0.4 | 15% | -6% | -0.8 | -1% | 18 | 5%
26 | CCn1c(CN2CCOCC2)nc2cc(NC(=O)c3cccc([N+](=O)[O-])c3)ccc21 | 3% | -1 | 0.2 | 15% | -10% | -1.6 | -6% | . | -7%
27 | COc1ccccc1N1CCN(CC(=O)Nc2ccnn2C2CCCC2)CC1 | -7% | -4 | 0.0 | -9% | -7% | 3.4 | 0% | 14 | -13%
28 | CCCOc1ccc(C(=O)Nc2cc(-c3nc4ccccc4[nH]3)ccc2C)cc1 | -18% | 1 | 0.0 | 27% | 3% | -1.4 | 23% | . | 20%
29 | COc1ccc(OCc2cc(C(=O)N3CCC(OC)CC3)no2)c2ccccc12 | ? | 8 | 1.0 | -16% | 18% | -0.4 | 0% | 10 | -7%
30 | FC(F)(F)C12CC(c3ccccc3)=NCCN1CCN2 (stereo not drawn) | -8% | 0 | 0.4 | 0% | 6% | 1.0 | ? | 13 | 16%
31 | CCN(CC)CCn1c(NC(=O)c2ccc(C)cc2)nc2ccccc21 | -19% | -4 | -0.2 | -4%[57.1 µM] | 0% | 2.4 | 1% | 16 | -4%[57.1 µM]
32 | CCN(CC)c1ccc2cc(C(=O)Nc3ccc(-n4cnnn4)c(OC)c3)c(=O)oc2c1 | . | -3 | 2.5 | . | . | 1.7 | . | 30 | .

(further entries)
cpd | Compound | USP1 inh | TRHR PAM | TRHR agonist | rTrxR1 inhibitor | mIDH1 inhibitor | D2 ag | Pin1 inh | D2 antag | TrxR1 substrate
33 | N#Cc1cc([N+](=O)[O-])ccc1NCCCn1ccnc1 | -9% | 0 | 0.4 | 5% | 18% | . | 1% | . | -4%
34 | CC1CCCC(NS(=O)(=O)c2cc3c(cc2Cl)NC(=O)CO3)C1C (stereo not drawn) | -18% | 1 | -0.2 | 9%[57.1 µM] | 13% | 0.5 | 2% | 11 | -4%[57.1 µM]
35 | O=C(O)/C=C/c1cn(-c2ccccc2)nc1-c1ccc(-c2ccc([N+](=O)[O-])cc2)o1 | 1% | 3 | 11 | -5% | 5% | 4.7 | ? | 11 | -7%
36 | COc1cc(-c2nnc(COC(=O)c3cccn3C)o2)cc(OC)c1OC | -5% | . | . | 5% | -2% | . | 5% | . | 0%
37 | CCOc1ccc(NS(=O)(=O)c2ccc(C(=O)N(C)CC(=O)Nc3ccc(OC)cc3)cc2)cc1 | -2% | -1 | 1.3 | -12% | 10% | 0.3 | -2% | 15 | -13%
38 | O=[N+]([O-])c1cccc(C(=NCc2ccccc2)NO)c1 | -18% | -5 | -0.2 | 7% | 9% | 0.4 | 2% | 6 | 4%
39 | COc1cccc2c(=O)n(CC(=O)N3CCC(C)CC3)ccc12 | -17% | -1 | -0.6 | 4%[57.1 µM] | -12% | -0.3 | -1% | 2 | 11%
40 | COc1ccc(/C=N\NC(=O)CCN2CCN(c3ccccc3)CC2)cc1OC | -6% | 0 | 0.4 | -14% | 1% | 75* | 5% | 56* | -14%

(more compounds)
cpd | Compound | USP1 inh | TRHR PAM | TRHR agonist | rTrxR1 inhibitor | mIDH1 inhibitor | D2 ag | Pin1 inh | D2 antag | TrxR1 substrate
41 | CC(Sc1nnc(-c2cccnc2)o1)C(=O)NC1CCCCC1 (stereo not drawn) | -16% | -2 | 0.5 | 11% | -7% | 0.1 | 5% | -9 | 1%
42 | Cc1ccc(CN(C)C(=O)c2cccc(S(=O)(=O)N3CCCC3)c2)o1 | ? | . | . | 40µM* | -4% | . | -4% | . | 15%
43 | O=C(COC(=O)c1cc(S(=O)(=O)N2CCOCC2)ccc1Cl)NCc1ccco1 | -13% | -3 | 0.0 | -5% | 2% | 0.2 | 0% | 9 | 2%
44 | CC(=O)c1c(C)[nH]c(C(=O)COC(=O)COc2ccccc2F)c1C | -15% | 52* | -1.5 | 15% | -5% | 1.1 | 4% | -3 | -2%
